TNAP inh no acc: TNAP (human) inhibition, acceptor-free conditions; purified TNAP, CDP-star luminescence, 30 min; 200,000 compounds, 0.26% hits; P05186; inhibition, % at 20 µM; AID 1012;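 active = tissue-nonspecific alkaline phosphatase inhibition above about 50% at 20 µM in the single-dose screen, limit read from the data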;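 also: 0% = DMSO negative control and 100% = EDTA positive control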
Target sequence (P05186 whole entry, looked up): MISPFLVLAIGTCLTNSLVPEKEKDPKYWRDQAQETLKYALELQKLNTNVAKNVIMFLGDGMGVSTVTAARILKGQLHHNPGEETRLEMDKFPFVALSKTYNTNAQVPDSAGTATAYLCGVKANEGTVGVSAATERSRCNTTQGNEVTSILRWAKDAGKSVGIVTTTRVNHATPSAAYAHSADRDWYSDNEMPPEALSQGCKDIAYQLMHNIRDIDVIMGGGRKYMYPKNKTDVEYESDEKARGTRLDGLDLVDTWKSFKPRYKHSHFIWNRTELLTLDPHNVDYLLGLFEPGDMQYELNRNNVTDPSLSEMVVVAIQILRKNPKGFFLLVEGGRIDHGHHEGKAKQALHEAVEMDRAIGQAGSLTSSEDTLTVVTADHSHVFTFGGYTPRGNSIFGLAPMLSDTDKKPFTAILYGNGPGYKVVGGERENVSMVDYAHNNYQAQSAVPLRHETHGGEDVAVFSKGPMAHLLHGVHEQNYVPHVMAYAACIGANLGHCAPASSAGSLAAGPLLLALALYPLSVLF
TNAP inh hiacc: blocks human TNAP under high phosphate acceptor concentration. purified TNAP, CDP-star luminescence, 1 M DEA. inhibition, % at 20 µM. AID 1135. 200,000 compounds, 0.03% hits;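 active = over 50% inhibition of tissue-nonspecific alkaline phosphatase at 20 µM in the single-dose screen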;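 also: plate controls were DMSO wells for no effect and EDTA-quenched wells as full inhibition for full effect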
bIAP inhibitor: intestinal alkaline phosphatase (bovine) inhibition. purified bovine IAP, CDP-star luminescence, 30 min. inhibition, % at 20 µM. 190,000 tested, under 10 active;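 active = over 50% inhibition of intestinal alkaline phosphatase at 20 µM in the single-dose screen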
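Assay system: bovine IAP enzyme; medium: DEA buffer 100 mM, pH 9.8, with MgCl2 1.0 mM, ZnCl2 0.02 mM; doses: 20 µM single dose; incubation: enzyme reaction for 30 min at room temperature; detection: CDP-star luminescence signal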
SRC2 TRFRET art: flags TR-FRET format artefacts in PPARgamma SRC-2 recruitment agonist screen. TR-FRET artefact counter-screen; active compounds read high. TR-FRET ratio at 8 µM. 200,000 compounds, 0.4% hits. AID 1049; in the data active = TR-FRET ratio above about 2000; also: inactives centre near 1500; reference of the scale not given here
PPARg SRC2 recr: promotes SRC-2 coactivator recruitment by human PPARgamma; PPARgamma LBD-SRC-2 recruitment, biochemical; activation, % at 8 µM; 200,000 compounds, 0.34% hits; in the data active = activation above about 22%;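 also: 0% = vehicle and 100% = reference agonist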
Target sequence (P37231 whole entry, looked up, the tested form may be a part): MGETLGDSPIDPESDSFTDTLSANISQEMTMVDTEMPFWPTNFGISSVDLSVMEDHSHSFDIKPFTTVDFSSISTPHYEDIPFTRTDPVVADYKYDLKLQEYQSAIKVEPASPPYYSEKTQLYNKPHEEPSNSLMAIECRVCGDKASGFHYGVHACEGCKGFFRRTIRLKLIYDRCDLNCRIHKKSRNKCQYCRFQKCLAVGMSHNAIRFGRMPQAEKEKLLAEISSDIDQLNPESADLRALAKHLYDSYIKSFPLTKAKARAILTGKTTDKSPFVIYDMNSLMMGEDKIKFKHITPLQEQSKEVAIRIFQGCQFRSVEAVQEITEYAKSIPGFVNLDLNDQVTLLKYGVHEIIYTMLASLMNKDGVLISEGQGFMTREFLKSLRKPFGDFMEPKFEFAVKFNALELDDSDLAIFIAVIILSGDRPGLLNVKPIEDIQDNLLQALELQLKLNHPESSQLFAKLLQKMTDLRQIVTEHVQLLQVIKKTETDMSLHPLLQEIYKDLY
TNAP act hi DEA: activators of human TNAP at high phosphate acceptor concentration | P05186 | 200,000 tested, under 10 active | purified TNAP, CDP-star luminescence, 1 M DEA, 30 min; active compounds read high; 0 = EDTA background, 1 = DMSO-only activity | AID 1136 | activation factor at 20 µM;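 active = activation factor at least 2 at 20 µM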
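Test system – human TNAP · Doses – 20 µM single point · Incubation – 30 min, room temperature · Signal – luminescent substrate turnover signal · Read-out basis – activation factor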
bIAP act: increases bovine intestinal alkaline phosphatase activity. purified bovine IAP, CDP-star luminescence, 30 min; active compounds read high; fold of DMSO-control signal, blank-subtracted. activation factor at 20 µM. 200,000 compounds, 0.17% hits. AID 1016;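 active = activation factor of 2 or more at 20 µM, a signal rise over negative controls twice the positive control's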
PPARg SRC-1 ag: PPARgamma-driven SRC-1 recruitment agonism; activation, % at 8 µM; 200,000 compounds, 0.41% hits; PPARgamma-SRC-1 coactivator recruitment biochemical assay; P37231; AID 631; in the data active = activation above about 19%;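 also: 0% = DMSO and 100% = reference agonist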
HMGR II inh: blocks class II HMG-CoA reductase of Enterococcus faecalis; AID 1066; 190,000 compounds, 0.41% hits; purified E. faecalis HMGR, NADPH absorbance 340 nm kinetic; inhibition, % at 10 µM;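 active = inhibition above a set limit, the median over all tested compounds plus 3 SD, cut at about 9.5% in these data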;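 also: enzyme runs in reverse so mevalonate oxidation gives rising NADPH absorbance; 0% = complete reaction with DMSO and 100% = background rate lacking mevalonate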
PPARg SRC3 recr: agonists of human PPARgamma SRC-3 coactivator recruitment. biochemical PPARgamma/SRC-3 coactivator recruitment assay. activation, % at 8 µM. 200,000 compounds, 0.26% hits; in the data active = activation above about 23%;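 also: 0% = DMSO and 100% = reference agonist; some compounds past the cut are filed as inactive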
Starred values were filed as active, the others as inactive; . = not tested or not shown.

SMILES	TNAP inh no acc	TNAP inh hiacc	bIAP inhibitor	SRC2 TRFRET art	PPARg SRC2 recr	TNAP act hi DEA	bIAP act	PPARg SRC-1 ag	HMGR II inh	PPARg SRC3 recr
O=C(NCC1CCCO1)c1c(O)c2ccccc2[nH]c1=O (stereo not given)	-9	-5	8	1532	1	1.1	0.9	5	-3	-5
Cc1cc(C(=O)COC(=O)CC2Sc3ccccc3NC2=O)c(C)n1-c1ccc2c(c1)OCO2 (stereo not given)	1	-1	12	1670	-9	1	0.9	5	-12	0
Cc1ccc2[nH]c(=O)c(CN(CCN3CCOCC3)C(=O)Nc3ccccc3F)cc2c1	-10	-4	6	1413	-1	1	0.9	1	5	3
Nc1c(NC(=O)CC[n+]2ccccc2)cccc1[N+](=O)[O-]	3	9	2	1714	10	0.9	1	2	0	2
C=CCn1c(N2CCN(c3ccc(OC)cc3)CC2)nc2c1c(=O)[nH]c(=O)n2C	-8	-6	2	1349	-1	1.1	1	-6	0	1
COc1ccccc1N(CC(=O)N1CCc2ccccc2C1)S(C)(=O)=O	-5	-3	8	1551	3	1	0.9	0	3	1
CC(Oc1ccccc1)C(=O)Nc1cccc(-c2nc3ccccc3[nH]2)c1 (stereo not given)	-14	-4	33	1448	0	1	0.7	3	-1	2
CCOc1ccccc1/C=N/OCC(=O)NCc1ccc(F)cc1	-4	-3	6	1577	6	1	0.9	3	-8	1
c1ccc(CCc2nn3c(-c4ccncc4)nnc3s2)cc1	-4	-3	7	1436	8	1	0.9	-4	1	10
O=C(Oc1ccc2c(c1)O/C(=C\c1ccncc1)C2=O)c1ccccc1	-14	18	6	1535	-1	0.8	0.9	0	-5	-2
O/N=C\c1cccn1-c1ccc(Br)cc1	-7	-3	4	1717	12	1	1	6	-3	1
COc1ccc2c(=O)cc(C(=O)O)oc2c1	-4	1	3	1492	2	1	1	0	2	-3
CC1=CC(C)(C)NC(=S)N1c1ccc(C)cc1	1	0	18	1407	6	1	0.8	-1	1	8
CCOC(=O)c1nnn(-c2nonc2OC)c1-c1ccccc1	-11	-4	7	1567	0	1	0.9	1	-3	3
COc1ccc(CC(=O)n2c(CC#N)nc3ccccc32)cc1OC	-5	0	0	1399	-8	1	1	3	-4	-13

Continued, overlapping the part above by seven compounds.
SMILES	TNAP inh no acc	TNAP inh hiacc	bIAP inhibitor	SRC2 TRFRET art	PPARg SRC2 recr	TNAP act hi DEA	bIAP act	PPARg SRC-1 ag	HMGR II inh	PPARg SRC3 recr
c1ccc(CCc2nn3c(-c4ccncc4)nnc3s2)cc1	-4	-3	7	1436	8	1	0.9	-4	1	10
O=C(Oc1ccc2c(c1)O/C(=C\c1ccncc1)C2=O)c1ccccc1	-14	18	6	1535	-1	0.8	0.9	0	-5	-2
O/N=C\c1cccn1-c1ccc(Br)cc1	-7	-3	4	1717	12	1	1	6	-3	1
COc1ccc2c(=O)cc(C(=O)O)oc2c1	-4	1	3	1492	2	1	1	0	2	-3
CC1=CC(C)(C)NC(=S)N1c1ccc(C)cc1	1	0	18	1407	6	1	0.8	-1	1	8
CCOC(=O)c1nnn(-c2nonc2OC)c1-c1ccccc1	-11	-4	7	1567	0	1	0.9	1	-3	3
COc1ccc(CC(=O)n2c(CC#N)nc3ccccc32)cc1OC	-5	0	0	1399	-8	1	1	3	-4	-13
CSc1ccccc1C(=O)N(C)Cc1ccccc1	-5	-1	-10	1434	6	1	1.1	-10	-4	-2
COC(=O)c1cc(NC(=O)CN(c2ccccc2OC)S(=O)(=O)c2ccccc2)ccc1Cl	-10	-6	2	1401	7	1.1	1	4	-4	-1
COC(=O)[C@H](Cc1ccccc1)NC(=O)N1CC(C)OC(C)C1 (stereo not given in full)	-13	-9	0	1512	-6	1.1	1	-2	-3	-13
C=CCN1C(=O)C2(c3ccccc31)C1CCCC=C1C(C#N)=C(N)C2(C#N)C#N (stereo not given)	13	3	6	1401	2	1	0.9	4	-2	-10
CC(C)c1ccccc1NC(=O)COC(=O)Cc1cccc(C(F)(F)F)c1	-14	3	2	1340	-9	1	1	-2	-5	-3
CCOC(=O)N1CCN(C(=O)CCn2c(=O)[nH]c3ccsc3c2=O)CC1	-10	0	3	1423	-1	1	1	0	-3	1
CC[C@H](C)[C@H](NC(=O)OCc1ccccc1)C(=O)Nc1ccc(NC(C)=O)cc1	-4	-5	3	1603	3	1.1	1	9	-3	-3
COc1cc(SC)ccc1C(=O)NC(C)C	-17	-4	4	1636	7	1	1	4	-1	1
COc1ccc(CNC(=O)c2csc(Cc3ccc(Cl)cc3)n2)cc1	-4	-8	-1	1466	4	1.1	1	-2	-3	-4
O=C(CN1C(=O)c2ccccc2C1=O)c1ccccc1	-7	2	8	1520	3	1	0.9	1	0	0
CC1CCN(C(=O)C2CCN(S(=O)(=O)c3cccnc3)CC2)CC1	-16	-6	9	1415	-2	1.1	0.9	-4	1	-11
CCCOc1ccc(-c2nc(C#N)c(N3CCN(C)CC3)o2)cc1	-4	1	-7	1566	0	1	1.1	3	-1	5
Cc1ccccc1Nc1nc(N)c2ccccc2n1	-6	0	-2	1775	3	1	1	10	-2	5
Cn1c(Cc2ccccc2)nnc1SCC(=O)Nc1ccc2c(c1)OCO2	-11	-1	18	1345	-3	1	0.8	-2	-6	5
CNc1nc(OCC(F)(F)F)nc(N2CCN(C34CC5CC(CC(C5)C3)C4)CC2)n1	.	.	.	1445	-2	.	.	2	.	0
COc1cccc(/C=C2/SC(=O)N(C)C2=O)c1OCc1ccc(C(=O)O)cc1	-8	-3	3	1764	-3	1	1	7	10*	2
COc1ccc(N2CCN(C(=S)Nc3cccc(C)c3C)CC2)cc1	-18	-2	0	1434	-6	1	1	-5	-5	-2
CC1CCCN(S(=O)(=O)c2ccc(Br)s2)C1 (stereo not given)	-8	0	8	1556	4	1	0.9	3	-10	3
CCOc1ccc(/C(O)=C2\C(=O)C(=O)N(CCOCCO)C2c2ccccc2OC)cc1 (stereo not given)	2	-2	5	1477	-3	1	0.9	-1	3	-3
Cc1cc(C)n(-c2ncnc3sc(C)c(C)c23)n1	-4	-3	5	1541	5	1	0.9	1	-1	-1
COc1ccc(C(c2c(O)ccc3ccccc23)N2CCOCC2)c(OC)c1 (stereo not given)	-20	-10	2	1527	2	1.1	1	3	-2	6
CCC(=O)Nc1ccc(C(=O)NNC(=O)c2cccs2)cc1	-9	-2	2	1478	3	1	1	-3	3	6
COc1ccc(C(=O)Nc2cc(C(F)(F)F)ccc2Cl)cc1OC	-10	-3	-8	1592	1	1	1.1	6	-5	-9
Cc1cccc(NC(=O)c2onc3c2CCCC3)c1C	0	7	4	1442	-5	0.9	1	-6	-3	3
Cc1ccc(OCCc2csc(N)n2)cc1	-3	3	-1	1577	-5	1	1	-2	1	-2
Cc1ccc(-n2nnnc2SCc2nnc(-c3ccccc3Br)o2)cc1	-8	-6	11	1589	4	1.1	0.9	-1	-13	2
CCOC(=O)N1CCC(n2c(SCC(=O)NCc3ccco3)nc3ccsc3c2=O)CC1	-7	-2	-1	1577	1	1	1	4	0	1
CCC(C)C(NC(=O)OC(C)(C)C)C(=O)NC(C(=O)NC(C)C(N)=O)C(C)C (stereo not given)	-14	-8	-4	1657	2	1.1	1	9	-9	2
COc1cccc(Oc2coc3c(CN4CCOCC4)c(O)ccc3c2=O)c1	-11	-6	-1	1649	10	1.1	1	8	-6	11
Cc1c(C(=O)C(=O)N2c3ccc(F)cc3CCC2C)c2ccccc2n1C (stereo not given)	-7	-4	5	1526	-6	1	1	-4	-5	-4
COCCSc1nnc(NC(=O)Cc2ccccc2OC)s1	-7	-2	2	1532	1	1	1	1	-1	6
CSc1cc(-c2ccc(Cl)cc2)c(C(=O)NN)s1	1	-4	10	1554	-3	1	0.9	8	-2	-14
O=P(O)(CCCCP(=O)(O)CCc1ccccc1)CCc1ccccc1	-11	-4	-7	.	.	1	1.1	.	.	.
COc1nc(-c2ccc(C)cc2)ccc1-c1noc(-c2cccnc2)n1	-9	-7	-3	.	.	1.1	1	.	.	.
CC(/C=N/NC(=O)Cc1cccn1C)=C\c1ccco1	-6	2	9	1449	2	1	0.9	-4	0	-6
Cc1ccc(C(=O)Cc2nnc(C)s2)cc1	-2	-2	3	1527	15	1	1	-2	-3	4
OCCSc1ncnc2c1oc1ccccc12	-3	-5	1	1920	23*	1	1	12	-1	7
O=C(Nc1ccc(N2CCN(C(=O)c3cccs3)CC2)cc1)c1cccnc1Cl	-4	-2	2	1203	0	1	1	-10	-2	-2
CCOc1ccccc1N1CCN(C(=O)c2c(-c3ccccc3Cl)noc2C)CC1	-6	-9	-3	1578	8	1.1	1	4	-5	-3
COc1ccc(S(=O)(=O)N2CCC(C(=O)Nc3ccc4c(c3)OCCO4)CC2)cc1OC	-14	-3	3	1570	4	1	1	10	2	-4
CCOc1cc(/C=N/NC(=O)CN2CCOCC2)ccc1OCc1ccc(Cl)cc1	-15	-2	-1	1468	-3	1	1	6	1	0
CCn1cc(C2=NC(C)CO2)c2ccccc21 (stereo not given)	-20	-4	17	1456	3	1	0.8	1	-2	-4
COCCn1c(SCC(=O)OC(C)C)nnc1-c1ccccc1	-3	0	13	1610	3	1	0.9	8	1	8
COC(=O)C1=C(C)N=c2s/c(=C/c3cccs3)c(=O)n2C1c1ccc(F)cc1 (stereo not given)	5	4	-11	1599	7	1	1.1	4	-1	-2
Cc1ccc(CNC(=O)CCNC(=O)Cn2ccc3ccccc3c2=O)cc1	-11	-2	-10	1505	5	1	1.1	2	-5	7

Complete entries, quoted from the list. Values in the order: TNAP inh no acc, TNAP inh hiacc, bIAP inhibitor, SRC2 TRFRET art, PPARg SRC2 recr, TNAP act hi DEA, bIAP act, PPARg SRC-1 ag, HMGR II inh, PPARg SRC3 recr
Listed for COC(=O)c1cc(NC(=O)CN(c2ccccc2OC)S(=O)(=O)c2ccccc2)ccc1Cl → -10, -6, 2, 1401, 7, 1.1, 1, 4, -4, -1
Listed for COc1ccccc1N(CC(=O)N1CCc2ccccc2C1)S(C)(=O)=O → -5, -3, 8, 1551, 3, 1, 0.9, 0, 3, 1
Listed for Cc1cc(C)n(-c2ncnc3sc(C)c(C)c23)n1 → -4, -3, 5, 1541, 5, 1, 0.9, 1, -1, -1
Listed for COC(=O)C1=C(C)N=c2s/c(=C/c3cccs3)c(=O)n2C1c1ccc(F)cc1 (stereo not given) → 5, 4, -11, 1599, 7, 1, 1.1, 4, -1, -2
Listed for COC(=O)[C@H](Cc1ccccc1)NC(=O)N1CC(C)OC(C)C1 (stereo not given in full) → -13, -9, 0, 1512, -6, 1.1, 1, -2, -3, -13

Source: PubChem (several laboratories)
